# FBW7 activator: FBW7 E3 ligase activators, primary screen, biochemical, AlphaScreen, human; F-box/WD repeat-containing protein 7 (Homo sapiens), Q969H0; AlphaScreen FBW7–phospho-cyclin E peptide binding, activator screen; normalized activity (activation), % at 26.1 µM; actives 0.13% (n = 650,000); in the data active means normalized activity above about 1.9%;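 further: purified mutant Fbw7 with reduced substrate affinity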
# MITF inh: MITF inhibitors, primary screen, biochemical, AlphaScreen, human. Microphthalmia-associated transcription factor (Homo sapiens), O75030. actives 0.91% (n = 650,000). inhibition, % at 2.6 µM. AlphaScreen MITF homodimerization, bead proximity signal; in the data active means inhibition above about 50%;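 further: 0% = vehicle wells with protein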
# Target sequence (O75030 whole entry, looked up): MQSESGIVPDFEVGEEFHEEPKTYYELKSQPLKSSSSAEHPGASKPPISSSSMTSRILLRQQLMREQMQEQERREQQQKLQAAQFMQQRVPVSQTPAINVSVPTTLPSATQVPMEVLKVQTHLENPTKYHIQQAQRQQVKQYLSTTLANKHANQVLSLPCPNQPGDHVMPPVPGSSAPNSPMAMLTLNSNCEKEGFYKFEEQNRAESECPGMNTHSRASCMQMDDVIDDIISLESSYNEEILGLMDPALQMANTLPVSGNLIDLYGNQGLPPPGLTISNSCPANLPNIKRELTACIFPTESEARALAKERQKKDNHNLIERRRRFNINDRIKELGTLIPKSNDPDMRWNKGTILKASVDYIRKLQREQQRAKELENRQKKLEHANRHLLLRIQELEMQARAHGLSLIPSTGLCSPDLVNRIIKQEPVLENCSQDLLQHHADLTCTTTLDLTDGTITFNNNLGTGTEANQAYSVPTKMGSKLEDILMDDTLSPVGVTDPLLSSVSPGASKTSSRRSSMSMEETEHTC
# TEAD-YAP block: TEAD-YAP interaction inhibition, primary screen, TEAD-YAP interaction inhibitor project, luminescence, HEK-TIYL cells | TEAD-Gal4/YAP UAS-luciferase luminescence | inhibition, % at 9.12 µM | actives 1.4% (n = 640,000); in the data active means inhibition above about 32%;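 further: 0% = median of test compound wells and 100% = reference inhibitor wells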
# GPR151 activ: activators of human GPR151, primary screen, cell-based, PathHunter beta-arrestin, luminescence; actives 1% (n = 650,000); PathHunter beta-arrestin GPR151 cells; activation, % at 11.2 µM; in the data active means activation above about 4.9%;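 further: 0% = median of compound wells and 100% = cells with positive control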
# Target sequence (Q8TDV0 whole entry, looked up): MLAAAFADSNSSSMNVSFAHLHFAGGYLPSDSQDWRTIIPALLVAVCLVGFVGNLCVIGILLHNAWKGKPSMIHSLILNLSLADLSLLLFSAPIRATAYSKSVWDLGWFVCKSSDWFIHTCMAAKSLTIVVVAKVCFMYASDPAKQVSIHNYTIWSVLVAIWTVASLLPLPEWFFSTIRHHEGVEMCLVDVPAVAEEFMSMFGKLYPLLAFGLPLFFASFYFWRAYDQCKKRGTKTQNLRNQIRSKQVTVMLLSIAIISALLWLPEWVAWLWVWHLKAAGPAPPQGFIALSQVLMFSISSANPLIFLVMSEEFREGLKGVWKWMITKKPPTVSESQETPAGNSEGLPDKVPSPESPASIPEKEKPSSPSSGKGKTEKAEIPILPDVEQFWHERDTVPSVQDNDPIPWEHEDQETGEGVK
# * marks the source's active call; other numbers are inactive results.
# Below each compound – MITF inh	GPR151 activ	FBW7 activator	TEAD-YAP block
> COc1ccc(C(=O)OCc2nc3ccccc3s2)cc1
    -11	0.3	0.0	-3
> CN(Cc1ccccc1)C(=O)C1CCCN(Cc2ccccc2F)C1 (stereo not drawn)
    41	-1.0	-0.1	2
> CCOc1ccc(-c2csc(/C(C#N)=C\Nc3ccc(NC(C)=O)cc3)n2)cc1
    -5	0.0	0.2	-6
> CC(C)OC(=O)N1CCC(C(=O)N(C)C(c2ccc(F)cc2)c2ccccn2)CC1 (stereo not drawn)
    10	-0.7	0.4	3
> CCCC(=O)Nc1nnc(SCCOC)s1
    -8	0.6	0.3	1
> O=C(CC[C@H]1CN(Cc2ccccn2)CC[C@H]1N1CCOCC1)Nc1ccc2c(c1)CCC2
    17	-0.6	0.7	-1
> Cc1c(Br)c([N+](=O)[O-])nn1CC(=O)N(C)Cc1ccccc1
    -9	-0.9	-0.1	-4
> O=C(Nc1ccc2c(c1)OCCO2)C1(c2ccccc2)CCCC1
    -1	3.4	-0.2	-12
> COc1ccc(CN2CCN(C3CCCC3)C(CCO)C2)c(OC)c1C (stereo not drawn)
    -3	0.2	-0.1	0
> Cc1cccnc1C(NC(=O)C1CCN(C(=O)NC(C)C)CC1)c1ccc(F)cc1 (stereo not drawn)
    -3	0.9	0.0	9
> Cc1ccc(OCCOCCN2CCN(C)CC2)c([N+](=O)[O-])c1
    87*	0.1	0.0	-7
> CCNc1cc(N2CCCC2)c2noc3c2c1C(=O)c1ccccc1-3
    8	-0.8	-0.2	4
> OCCC1CN(Cc2cccc(O)c2)CCN1Cc1ccc(F)c(F)c1 (stereo not drawn)
    4	0.0	-0.1	-3
> Cc1cc2c(cc1S(=O)(=O)Nc1ccccc1Br)OCCN2C
    9	9.7*	0.1	3
> Cc1ccc(S(=O)(=O)N(CC(=O)NCC(C)C)c2ccccc2C)cc1
    -8	0.6	0.1	-10
> Cc1ccc(Nc2nc3nonc3nc2Nc2ccccc2OC(=O)c2ccccc2)cc1C
    -3	-1.6	-0.4	-16
> Cc1cc(C(=O)COC(=O)c2cccc(NS(C)(=O)=O)c2)c(C)n1-c1ccccc1
    8	-1.0	0.0	25
> O=C(c1cccc([N+](=O)[O-])c1)n1cccn1
    9	-1.5	0.2	9
> O=C(COC(=O)/C=C/C(=O)OCC(=O)Nc1ccccc1F)Nc1ccccc1F
    -1	-0.1	-0.1	8
> CCCC(=O)N1CCc2cc(OC)c(OC)cc2C1COc1ccc([N+](=O)[O-])cc1 (stereo not drawn)
    8	-1.2	0.0	-12
> COc1ccc(C(C#N)Cc2cc(OC)c(OC)c(OC)c2)cc1OC (stereo not drawn)
    5	1.5	0.0	-35
> COc1ccc(-c2nc3ccccc3c(=O)n2NCc2ccccc2Cl)cc1
    10	-0.1	-0.2	7
> COc1ccc(CCNC(=O)c2ccc(Cn3c(SCC(=O)Nc4ccc(F)cc4)nc4cc5c(cc4c3=O)OCO5)cc2)cc1OC
    0	-1.4	0.0	8
> O=C(O)CC(NCc1ccccc1[N+](=O)[O-])c1cccs1 (stereo not drawn)
    2	-0.6	-0.2	-8
> Clc1ccc(-c2cn3nc(-c4ccccc4)c(-c4ccccc4)nc3n2)c(Cl)c1
    1	2.7	-0.1	1
> COc1ccc([N+](=O)[O-])cc1NC(=O)Cc1c(F)cccc1Cl
    2	-0.4	0.0	0
> CN(C)c1ccc(/C=C/C=N/NC(=O)c2ccccc2O)cc1
    6	-0.4	-0.5	-3
> Cc1ccccc1-c1nc2c(=O)n(C)c(=O)nc-2n(C)n1
    3	-2.4	-0.3	91*
> CCN(CC)C(=O)C1CCCN(c2cccc(C(=O)NCc3cccc(C(F)(F)F)c3)n2)C1 (stereo not drawn)
    0	3.9	0.1	4
> c1ccc(CN2CCN(C3=Nc4cccc5cccc3c45)CC2)cc1
    8	-1.6	-0.2	-23
> CC(C)[C@@H](CO)NC(=O)c1cnc2scc(-c3ccccc3)n2c1=O
    17	0.2	0.5	2
> Cc1nc(C)n(-c2sc(N)nc2-c2ccc(Cl)cc2Cl)n1
    15	-0.6	0.1	7
> O=C(COC(=O)c1cnc(Cl)c(Cl)c1)c1ccccc1
    -2	-0.6	0.0	11
> NC(=O)c1ccsc1NC(=O)Cn1[nH]c(=O)c2ccccc2c1=O
    1	1.8	0.3	-3
> COc1ccccc1NC(=O)CN1CCN(c2ccc(F)cc2)CC1
    19	-0.7	0.1	2
> N#Cc1c2c(c(NCc3cccnc3)n3c1nc1ccccc13)CCCC2
    -9	2.4	-0.1	-3
> O=C(O)c1ccc(C(c2c[nH]c3ccccc23)c2c[nH]c3ccccc23)cc1
    13	2.5	0.0	6
> O=C1OC(/C=C\c2cccc([N+](=O)[O-])c2)=NC/1=C/c1cccc(Br)c1
    1	-1.0	-0.1	-1
> CCOC(=O)c1c(NC(=O)CSc2nnc(CNC(=O)c3cccc(C)c3)n2-c2ccc(OCC)cc2)sc2c1CCC2
    3	0.8	-0.1	1
> O=C(COc1ccccc1)Nc1nc(-c2nc3ccccc3s2)cs1
    -3	0.7	-0.1	-11
> CCOc1ccc(C2CC(=O)N3C(=C2C#N)SCC3(O)c2ccco2)cc1OC (stereo not drawn)
    5	-0.6	0.6	-12
> CC1(C)CC2CC(C)(CN2CC(=O)C(C#N)c2ccccc2)C1 (stereo not drawn)
    -6	0.2	0.0	-1
> Cc1nc(N2CCOCC2)c2c(C)c(C(=O)Nc3ccccc3C(F)(F)F)sc2n1
    17	2.1	0.2	-9
> COC(=O)C1C(=O)C=C(Nc2ccc(F)cc2F)CC1c1ccc(OC)cc1 (stereo not drawn)
    6	-0.2	0.0	-14
> CC(=O)n1c(=O)n(C(C)=O)c2ccccc21
    11	-0.2	0.6	-1
> CCOc1ccc(-n2cc(C(=O)N3CCC(C)CC3)c3cc(OC)c(OC)cc3c2=O)cc1
    17	0.3	-0.1	13
> COC(=O)C1=C(C)N(c2ccc(Cl)cc2)/C(=C\c2ccc(OC)cc2)C1=O
    8	0.1	0.3	7
> Cc1ccccc1OCCOC(=O)c1nc2nccc(C)n2n1
    17	-0.8	0.4	5
> COc1ccccc1/C=C1/C(=O)ON=C1C
    49	0.0	-0.1	-13
> O=C(NCC1COc2ccccc2O1)c1cc(Br)ccc1Cl (stereo not drawn)
    4	1.8	0.4	6
> COCCCNC(=O)COc1ccc(Br)cc1C
    8	0.1	0.1	4
> O=C(Nc1cccc(NC(=O)c2ccco2)c1)c1ccco1
    3	0.5	-0.1	2
> Fc1ccccc1CSc1nnc(C(F)(F)F)o1
    -3	0.1	-0.1	-57
> Cc1ccc(NC(=O)CSc2nc3ccc(NC(=O)CSc4nnc(-c5ccccc5)n4Cc4ccccc4)cc3s2)cc1Cl
    8	3.0	0.1	18
> Cc1ccc(/C=C2\SC(=O)N(c3ccc(Cl)cc3)C2=O)o1
    11	-0.5	0.1	-16
> Cc1cc(C)n(-c2nc3c(c(=O)[nH]c(=O)n3C)n2CC(C)C)n1
    -7	-0.1	-0.2	-7
> Cc1nc2c(ccc3nc(NC(=O)CN4C(=O)c5ccccc5C4=O)sc32)s1
    2	-0.6	0.1	7
> CCOC(=O)c1cc2sccc2n1CC
    16	0.7	0.6	4
> COc1cc(/C=C/C(=O)OCC(=O)N(C(C)C)C(C)C)ccc1O
    11	-0.3	0.1	0
> CCOC(=O)N1CCC(N2C(=O)c3ccccc3C2Nc2ccc(CC)cc2)CC1 (stereo not drawn)
    -10	1.1	-0.1	-1

# Single records (already shown). Values in the order: MITF inh, GPR151 activ, FBW7 activator, TEAD-YAP block
# `CCOc1ccc(C2CC(=O)N3C(=C2C#N)SCC3(O)c2ccco2)cc1OC` (stereo not drawn) is listed with 5, -0.6, 0.6, -12
# `Cc1nc(N2CCOCC2)c2c(C)c(C(=O)Nc3ccccc3C(F)(F)F)sc2n1` is listed with 17, 2.1, 0.2, -9
# `Cc1ccccc1OCCOC(=O)c1nc2nccc(C)n2n1` is listed with 17, -0.8, 0.4, 5

# Later entries.
# Below each compound – MITF inh	GPR151 activ	FBW7 activator	TEAD-YAP block
> Cc1ccc2cc(C)c(SCCN3CCOCC3)nc2c1
    -4	0.4	-0.2	-2
> Nc1ccc(Nc2nc3ccccc3[nH]2)cc1
    15	-1.1	-0.8	-8
> CC(C)c1ccc(-c2c(NC3CCN(Cc4ccccc4)CC3)c(=O)c2=O)cc1
    -1	-1.1	-0.2	-6
> COc1ccccc1-c1cnc(N)c(N2CCN(C)CC2)n1
    -4	0.2	0.0	-11
> Cc1c(Cl)cccc1-c1ccc(C(=O)Nc2ccc(N3CCOCC3)c(Cl)c2)o1
    -9	1.8	0.1	-10
> COc1ccc(Nc2cc(=O)oc3ccccc23)cc1
    0	-0.6	-0.1	36*
> CCOC(=O)c1ccc(-n2c(N)c(C(=O)NCc3ccco3)sc2=S)cc1
    15	-0.5	-0.1	-11
> CCOC(=O)C1C(c2ccc([N+](=O)[O-])cc2)NC(=S)NC1(C)O (stereo not drawn)
    -1	3.3	-0.1	1
> O=C(CSc1nc(=O)n(CCO)c2c1CCCC2)N1CCN(c2ccccc2)CC1
    -4	-1.4	0.0	-3
> Cc1ccc(Nc2nc(N)nc(CN3CCCCCC3)n2)c(C)c1
    13	0.3	-1.3	-11
> CCOc1ccc(C2=C/C(=C/c3ccc(OC)cc3)C(=O)O2)cc1
    13	-1.1	0.1	10
> Cc1ccc(Cn2c(=O)n(Cc3cccnc3)c(=O)c3ncccc32)cc1
    -7	0.2	-0.1	-4
> CC(=O)Nc1cccc(Oc2ccc3c(c2)C(=O)N(c2ccc(Oc4ccc(C)c(C)c4)cc2)C3=O)c1
    9	1.2	0.0	9
> COc1ccccc1NCCC(=O)NNC(=O)COc1cccc(C(F)(F)F)c1
    12	-0.6	0.1	2
> CCN(c1ccccc1)S(=O)(=O)c1nnc(NC(=O)COc2ccccc2)s1
    -11	3.7	-0.2	-7
> COc1ccc(CCNc2nc(-c3ccc(C(=O)NC4CC4)cc3)nc3c2ncn3C2CCCCC2)cc1
    7	1.4	0.1	51*
> O=C(Cn1nc(-c2cccc(Cl)c2)ccc1=O)NCC1CCCO1 (stereo not drawn)
    11	1.5	0.0	2
> COc1ccccc1-c1c(C(F)(F)F)oc2cc(OC(=O)C(C)C)ccc2c1=O
    12	-0.1	0.3	7
> O=C(NNC(=O)c1ccc2ccccc2c1O)c1cccs1
    -25	-1.8	-0.1	-12
> COc1ccc2c(c1)CC(c1nc(N(C)CCO)c3ccc(-c4cn[nH]c4)cc3n1)CO2 (stereo not drawn)
    4	-0.8	0.0	-3
> CCc1ccc(NS(=O)(=O)c2ccc3c(c2)CCN3C(=O)C2CCC2)cc1
    -7	0.2	0.1	-4
> O=C(NC1CCCC1)c1sc(=S)n2c1[nH]c(=O)c1ccccc12
    -24	-0.4	0.0	16
> Cc1ccc(CNS(=O)(=O)c2ccc3c(c2)CCN3C(=O)CCCC(=O)O)cc1
    -1	0.1	0.0	-9
> COc1ccc(NC(=O)NCCCN2CCN(c3cc(Cl)ccc3C)CC2)cc1
    -5	-0.4	0.3	-11
> CCC(=O)N1CCN=C1SCc1ccccc1C
    13	-1.8	0.2	-1
> CCN(CC)c1nc(C)nc2sc(C(=O)N3CCCC(C)C3)c(C)c12 (stereo not drawn)
    -1	0.8	0.0	-13
> Cc1sc2ncnc(SC3CCOC3=O)c2c1C (stereo not drawn)
    -9	-0.6	0.1	1
> O=C1Nc2ccc(S(=O)(=O)Nc3ccc(O)c(-c4c(O)ccc5ccccc45)c3)c3cccc1c23
    4	1.0	0.0	0
> COC(=O)c1ccc(/C=c2/sc3nc(=O)c(Cc4ccccc4)nn3c2=O)cc1
    8	-0.2	-0.1	3
> CCCn1c(SCC(=O)Nc2ccccc2N2CCOCC2)nnc1-c1cccnc1
    18	-0.7	0.2	9
> CCOC(=O)C1=C(C)NC(C)=C(C(=O)OCC)C1c1ccc(C2C(C(=O)OCC)=C(C)NC(C)=C2C(=O)OCC)cc1
    10	-1.2	0.3	8
> Cc1ccc(Nc2ncnc3ccccc23)cc1
    3	3.0	-0.1	-44
> COCCCN1C(=O)CC(CC(=O)N2CCC(C)CC2)(c2ccccc2OC)C1=O (stereo not drawn)
    7	1.8	0.2	7
> Oc1c(Br)cc(/C=N/n2cnnc2)c(O)c1Br
    4	-0.3	-0.1	2
> Cn1c(=O)c2ccccc2n2c(SCC(=O)N3CC(=O)Nc4ccccc43)nnc12
    8	-0.1	-0.1	3
> CC(C)(O)C#Cc1ccc(C(=O)NCc2ccccc2)cc1
    -26	-1.0	-0.1	-13
> CCCNC(=O)c1ccnc(-c2ccc(C(N)=O)cc2)c1
    -6	0.1	0.1	8
> COC(=O)C1CCCCN1Cc1c(C(=O)N(C)Cc2ccccc2)nc2ccccn12 (stereo not drawn)
    8	0.3	0.1	-6

# Structural class, those above containing a COOH group.
# Below each compound – MITF inh	GPR151 activ	FBW7 activator	TEAD-YAP block
> O=C(O)CC(NCc1ccccc1[N+](=O)[O-])c1cccs1 (stereo not drawn)
    2	-0.6	-0.2	-8
> O=C(O)c1ccc(C(c2c[nH]c3ccccc23)c2c[nH]c3ccccc23)cc1
    13	2.5	0.0	6
> Cc1ccc(CNS(=O)(=O)c2ccc3c(c2)CCN3C(=O)CCCC(=O)O)cc1
    -1	0.1	0.0	-9

# Screens as filed in PubChem BioAssay.

# Random draw from the library. Share with any hit: about 3.4%.
